# USP10 block = blocks human USP10 ubiquitin-rhodamine cleavage; Q14694; purified USP10, Ub-rhodamine fluorescence, 60 min; inhibition, % at 20 µM; 47,000 tested, 1.1% active; AID 1645856
# USP8 inh = human USP8 deubiquitinase inhibition | purified USP8, Ub-rhodamine cleavage fluorescence, 30 min | inhibition, % at 20 µM | 47,000 tested, 4.2% active
# OTUD3 block = inhibitors of human OTUD3 deubiquitinase. purified OTUD3, Ub-rhodamine fluorescence, 2 h. inhibition, % at 25 µM. 47,000 tested, 0.7% active. AID 1645858
# Target sequence (Q5T2D3 whole entry, looked up): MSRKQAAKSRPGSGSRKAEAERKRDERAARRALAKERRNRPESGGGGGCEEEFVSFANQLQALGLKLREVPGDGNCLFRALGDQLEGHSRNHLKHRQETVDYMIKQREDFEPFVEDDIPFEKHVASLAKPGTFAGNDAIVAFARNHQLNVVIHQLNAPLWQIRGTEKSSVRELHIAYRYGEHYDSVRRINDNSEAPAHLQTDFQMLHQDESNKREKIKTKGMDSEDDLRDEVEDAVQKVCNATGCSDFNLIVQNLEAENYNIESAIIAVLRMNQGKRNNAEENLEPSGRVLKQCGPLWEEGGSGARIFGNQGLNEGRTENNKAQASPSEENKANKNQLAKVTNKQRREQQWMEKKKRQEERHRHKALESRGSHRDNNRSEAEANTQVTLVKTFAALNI
# UCHL1 inh = inhibitors of human UCHL1 deubiquitinase. purified UCHL1, Ub-rhodamine cleavage fluorescence. P09936. inhibition, % at 20 µM. 47,000 tested, 0.2% active
# Target sequence (P09936 whole entry, looked up): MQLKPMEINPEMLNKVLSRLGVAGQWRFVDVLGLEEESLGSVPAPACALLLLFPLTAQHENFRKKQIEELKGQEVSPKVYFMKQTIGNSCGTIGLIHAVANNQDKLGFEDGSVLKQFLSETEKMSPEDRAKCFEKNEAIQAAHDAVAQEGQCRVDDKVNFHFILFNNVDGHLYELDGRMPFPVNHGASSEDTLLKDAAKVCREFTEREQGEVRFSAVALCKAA
# USP7 inh = human USP7 deubiquitinase inhibition | Q93009 | 47,000 tested, 0.3% active | AID 1645854 | purified USP7, Ub-rhodamine cleavage fluorescence | inhibition, % at 20 µM
# USP17 block = human USP17-like deubiquitinase inhibition. A8MUK1. purified USP17, Ub-rhodamine cleavage fluorescence, 3 h. inhibition, % at 50 µM. 47,000 tested, 6.5% active
# USP28 inh = human USP28 deubiquitinase inhibition. AID 1645857. 47,000 tested, 3% active. purified USP28, Ub-rhodamine cleavage fluorescence, 30 min. inhibition, % at 25 µM. Q96RU2
# USP30 inh = human USP30 deubiquitinase inhibition. purified USP30, Ub-rhodamine cleavage fluorescence. inhibition, % at 25 µM. 47,000 tested, 5.3% active. AID 1645860
# Starred values were filed as active, the others as inactive; i = inactive. Rule as the data show it: active = inhibition above about 30%; inactive = the rest.
nr	Compound	USP10 block	USP8 inh	OTUD3 block	UCHL1 inh	USP7 inh	USP17 block	USP28 inh	USP30 inh
1	Cn1c(N)c(S(=O)(=O)N2CCC(Cc3ccccc3)CC2)c(=O)n(C)c1=O	-4.5	-38.5	-0.1	-0.1	-1.6	-16.3	-9.1	-14.6
2	CCN1Cc2c(C(=O)N3CCCCC3)ncn2-c2ccccc2S1(=O)=O	-3.9	-46.6	-9.0	-6.2	-2.2	-21.9	-5.6	-12.4
3	CC(=O)Nc1ccc(S(=O)(=O)N2CC(c3nc4ccc(C)cc4[nH]3)C2)cc1	-0.3	-13.5	-3.6	0.9	5.2	5.9	-13.2	-8.1
4	O=C(NC1(c2nc(-c3cnccn3)no2)CCCCC1)c1ccoc1	1.1	1.3	12.7	1.7	-1.4	8.8	8.0	14.9
5	Cc1c(C(=O)O)sc2nc3n(c(=O)c12)CCN(Cc1ccccc1)CC3	1.3	22.5	-0.6	0.7	-3.6	11.1	-2.8	7.7
6	Cn1nc(C2CCCN(Cc3ccccc3F)C2)c2nccnc21 (stereo not drawn)	-1.1	1.7	-8.4	-2.5	-3.0	-7.8	-12.4	-2.0
7	c1ccc(-c2cc(NCc3cccnc3)n3nc(-c4cccnc4)nc3n2)cc1	-5.0	-11.5	1.3	-1.4	2.1	-1.6	-5.8	-12.1
8	N#CC1=C(N)Oc2nc[nH]c(=O)c2C1c1cccc(F)c1 (stereo not drawn)	1.1	10.1	-4.1	-0.5	-4.0	6.8	-2.3	-3.1
9	O=C1CC(c2ccc(F)cc2)CC2=C1C(c1cccc([N+](=O)[O-])c1)Nc1ccccc1N2 (stereo not drawn)	2.4	-50.2	-4.0	3.2	-104.0	-1.8	-1.2	5.9
10	CCc1nc(Nc2ccc3c(c2)SC2=NCCN23)c2oc3ccccc3c2n1	-5.9	12.5	26.7	-4.6	0.1	61.4*	62.7*	41.3*
11	O=C1N[C@@H]2CN(C(=O)c3ccc(F)cc3)CC[C@H]2CO1	2.1	3.4	11.4	-0.6	3.8	7.0	11.1	25.3
12	CCCNc1cc(N2CCCC(CCC(=O)N3CCN(CC)CC3)C2)ncn1 (stereo not drawn)	1.4	-145.6	5.6	4.0	2.5	-5.8	5.0	-1.7
13	CC1(C)C=Cc2cc(O)ccc2O1	0.3	6.2	0.3	-1.4	0.0	40.4*	-3.1	-7.8
14	N[C@@H]1C[C@H](O)[C@@H](N2CCN(c3ccccc3)CC2)[C@@H]1O	-0.4	1.3	0.3	-2.5	-1.0	-9.4	-6.0	-1.1
15	Cc1cc(C)cc(NS(=O)(=O)c2cc3c4c(c2)CCC(=O)N4CCC3)c1	1.6	18.9	3.8	1.1	3.4	3.4	14.8	27.4
16	O=C1NCc2c1c1c3ccccc3[nH]c1c1[nH]c3ccccc3c21	10.4	5.4	-0.7	0.1	4.3	51.1*	19.5	37.3*
17	COc1ccc(C2CC(=O)N(c3ccc(F)cc3F)C(=O)C2)cc1OC	-0.8	-0.3	0.1	-3.2	-1.1	-7.2	-2.4	2.8
18	Cc1ccc(NC(=O)Cn2c3ncccc3c(=O)n2-c2ccccc2)cc1	1.7	2.5	-5.1	-0.6	5.3	2.5	-4.7	-79.6
19	Cc1nc2c(c(C)c1CCC(=O)Nc1ccccc1F)c(=O)n(C)c(=O)n2C	32.5*	-0.3	5.3	0.1	6.0	-0.6	-2.6	-4.3
20	COc1cc(C(Nc2ccc(S(=O)(=O)N3CCC(C)CC3)cc2)C(=O)Nc2c(C)cccc2C)cc(OC)c1OC (stereo not drawn)	5.1	6.0	-6.2	2.0	3.9	-5.7	-8.6	26.4
21	CC1(C)CC(=O)C2=C(C1)Nc1ccccc1N(C(=O)C(F)(F)F)C2c1cccs1 (stereo not drawn)	-3.3	89.1*	3.0	8.8	-2.6	64.1*	9.9	-37.5
22	CCCCCC(=O)N1CCC(=O)N(C)C[C@H]2CN(C)c3ccccc3[C@@H]21	-3.4	26.0	0.0	1.2	3.2	2.7	-1.9	-15.9
23	CN1C[C@H]2CCN(C(=O)c3cnccn3)CC[C@H]2S1(=O)=O	-3.0	-35.8	4.8	-0.8	2.6	-2.2	1.4	20.2
24	Cc1cccc(NC(=O)CN2C(=O)C(O)(c3ccccc3)c3ccccc32)c1 (stereo not drawn)	1.4	-258.5	0.0	2.1	2.1	-2.7	-5.9	2.9
25	O=C(c1ccc(F)c(F)c1)N1CC(C(=O)N2CCN(c3ncccn3)CC2)C1	-1.2	-34.0	-6.3	-1.6	-2.0	-8.7	-1.4	-8.7
26	Cc1coc2c(C)c3oc(=O)c(CC(=O)N4CC[C@@]5(O)CCCC[C@H]5C4)c(C)c3cc12	-5.9	-11.7	-9.3	0.7	-60.0	-0.6	11.0	-22.5
27	CCN(CC)S(=O)(=O)c1ccc2oc(N3CCOCC3)nc2c1	1.1	68.0*	2.9	-2.0	0.1	8.9	3.8	2.2
28	Cc1ccccc1NC(=O)Cn1cnc2c(c(C)c(C)n2-c2ccccc2)c1=O	5.4	13.0	1.1	3.4	3.6	7.8	-1.1	7.4
29	O=C(N[C@@H]1C[C@@H](Oc2cccc(F)c2)[C@H](O)[C@H]1O)c1ccc(F)cc1	-0.6	-4.7	-14.2	-2.8	-1.9	-13.0	-7.4	-19.3
30	COc1cnc(CSc2ccccc2)cc1OCC(=O)Nc1ccc(F)cc1	0.4	7.5	14.2	3.5	-43.8	28.9	8.8	43.0*

# (cont.)
nr	Compound	USP10 block	USP8 inh	OTUD3 block	UCHL1 inh	USP7 inh	USP17 block	USP28 inh	USP30 inh
31	Cn1cc(CC(=O)NCc2cccnc2)c2cccnc21	-4.6	-0.1	-11.7	-2.3	-0.5	-9.8	-10.7	-16.9
32	Cc1ccc(S(=O)(=O)N(C)c2ccc(OCC(=O)Nc3cc(C)nn3-c3ccccc3)cc2)cc1	5.5	4.0	0.9	3.5	7.1	2.2	6.8	14.2
33	CNC(=O)c1cnc2scc(-c3ccccc3)n2c1=O	-0.6	0.8	-0.9	1.9	1.1	1.8	-2.7	5.3
34	COc1cc(CC(=O)OCC(=O)c2c[nH]c3ccccc23)cc(OC)c1OC	-13.4	-35.1	-27.0	-9.5	-11.0	-13.4	-27.8	-124.9
35	Cc1nc(NCc2nnc3n2CCC3)c2c(-c3ccccc3)csc2n1	0.5	2.8	-0.9	-1.4	-0.1	5.2	-6.2	0.2
36	O=S(=O)(c1ccccc1)N1CCC2(CC1)NCCN=C2NCc1cc(F)cc(F)c1	4.9	16.4	16.0	1.3	7.0	10.3	16.7	33.2*
37	CC(C)(C)C(=O)N1CCc2[nH]nc(-c3ccc(F)cc3)c2C1	0.1	11.7	-9.4	-4.0	-13.5	-8.2	-1.4	0.1
38	N#Cc1c(SCCO)nc(N2CCCC2)c2c1CCCC2	7.5	7.2	-6.3	5.9	1.2	6.6	61.5*	4.3
39	O=C(O)C1CCCN1Cc1c(-c2cccs2)nc2ccccn12 (stereo not drawn)	-7.6	-23.1	-33.6	-7.2	-6.0	-76.1	-57.2	-139.9
40	COc1ccc(-c2nc(CNS(=O)(=O)c3ccc(OC)c(C)c3)cs2)cc1	5.8	2.8	8.3	4.4	8.6	38.5*	6.1	24.1
41	COc1ccccc1CC(=O)N1CCC(c2nc3c(nnn3Cc3ccc(F)cc3)c(=O)[nH]2)CC1	2.6	-15.7	-8.2	-5.2	-18.5	-0.8	0.0	-0.8
42	CC(C)(C)C(=O)Nc1ccsc1C(=O)O	-0.5	1.0	-2.5	0.6	-1.3	12.8	-1.5	0.2
43	O=C(NCCCN1CCOCC1)C1CCCN(c2nc3ncccc3n3cccc23)C1 (stereo not drawn)	-7.2	-87.1	-143.3	-27.6	-28.1	-179.8	-148.6	i
44	CCC(=O)N1Cc2ccccc2CC2(CCCN2Cc2ccccn2)C1 (stereo not drawn)	-4.2	-147.4	-137.8	-49.0	-51.4	-164.8	-156.4	i
45	CC(=O)N1CCCc2ccc(NC(=O)C(=O)NCCc3c[nH]c4ccccc34)cc21	-1.1	1.4	-60.5	-12.3	-5.9	22.2	-43.2	-153.5
46	CCCN1CCN(c2nc(-c3cccc(OC)c3OC)no2)CC1	0.9	-25.7	6.7	0.2	3.7	-3.8	0.0	-0.6
47	Cc1nc2c(c(=O)[nH]1)CN(Cc1ccc(Cl)c(Cl)c1)CC2	-6.0	-17.2	-172.3	-53.8	-43.9	-169.9	-163.7	i
48	CSCCC(NC(=O)c1nc(Cl)ccc1Cl)c1nc2ccccc2[nH]1 (stereo not drawn)	-1.9	-4.5	-6.8	-0.6	2.8	-5.8	0.3	-2.8
49	CCc1nc2c(NC(=O)Cc3cccc(C(F)(F)F)c3)cccn2n1	-2.3	-54.4	7.6	2.2	-1.7	-8.5	11.5	5.7
50	O=C(NC1CCCCC1)C(c1ccc(O)cc1)N(C(=O)c1cnccn1)c1ccc(F)cc1 (stereo not drawn)	-0.2	14.7	4.2	-1.7	-1.6	0.1	0.6	-1.4
51	CN1C[C@@H]2C[C@H](NC(=O)NC3CCOCC3)CN2Cc2ccccc21	-5.7	-12.4	-23.1	-4.2	-5.8	-20.1	-24.2	-82.0
52	O=S(=O)(c1c[nH]c(-c2nnc(-c3ccccc3)o2)c1)N1CCOCC1	-9.4	10.3	7.8	-7.4	-1.8	16.7	6.0	20.5
53	O=C(c1cnn(-c2ccccc2)n1)N1CCN(C(=O)C2COc3ccccc3O2)CC1 (stereo not drawn)	1.5	12.8	8.4	-1.3	1.3	16.8	10.3	9.3
54	COc1cc2c(cc1OC)CN(C(=O)/C=C/c1ccc([N+](=O)[O-])cc1)CC2	2.0	-31.1	20.4	4.6	2.7	-3.0	3.0	25.8
55	O=C(NCc1ccc(F)cc1)C1CCCN(C(=O)c2cc(-c3cccnc3)n[nH]2)C1 (stereo not drawn)	1.1	2.5	3.0	-0.7	-1.5	6.8	9.6	11.5
56	CN(C)C(=O)CN1CCCCC1c1nc(N)ncc1-c1ccccc1 (stereo not drawn)	-7.0	-8.0	-3.6	-1.8	-6.1	-7.6	-15.0	-31.0
57	CNc1nccnc1C1CN(C(=O)c2ccc3c(c2)OCO3)CCO1 (stereo not drawn)	0.5	2.8	10.1	0.7	7.5	1.1	2.8	9.2
58	Cc1ccccc1NC(=O)Cn1cc(S(=O)(=O)N2CCCC2)ccc1=O	0.9	10.8	-7.7	-1.1	2.4	1.9	-1.8	2.2
59	COc1ccc(C(=O)N2C[C@@H]3C[C@H]2C[C@@H]3NS(=O)(=O)c2ccccc2)cn1	2.8	10.2	0.8	2.5	3.3	1.2	1.0	-6.7
60	Cc1ccc(NC(=O)c2noc3c2CCCCC3)cc1	1.7	7.0	-6.7	-2.3	0.1	6.6	18.3	4.5

# Reformatted with one line to a screen: 5 of the compounds above
33. CNC(=O)c1cnc2scc(-c3ccccc3)n2c1=O
50. O=C(NC1CCCCC1)C(c1ccc(O)cc1)N(C(=O)c1cnccn1)c1ccc(F)cc1 (stereo not drawn)
42. CC(C)(C)C(=O)Nc1ccsc1C(=O)O
29. O=C(N[C@@H]1C[C@@H](Oc2cccc(F)c2)[C@H](O)[C@H]1O)c1ccc(F)cc1
3. CC(=O)Nc1ccc(S(=O)(=O)N2CC(c3nc4ccc(C)cc4[nH]3)C2)cc1
Assay by compound,33,50,42,29,3
USP10 block,-0.6,-0.2,-0.5,-0.6,-0.3
USP8 inh,0.8,14.7,1.0,-4.7,-13.5
OTUD3 block,-0.9,4.2,-2.5,-14.2,-3.6
UCHL1 inh,1.9,-1.7,0.6,-2.8,0.9
USP7 inh,1.1,-1.6,-1.3,-1.9,5.2
USP17 block,1.8,0.1,12.8,-13.0,5.9
USP28 inh,-2.7,0.6,-1.5,-7.4,-13.2
USP30 inh,5.3,-1.4,0.2,-19.3,-8.1

# Grouped by structure: those above with a CF3 group
nr	Compound	USP10 block	USP8 inh	OTUD3 block	UCHL1 inh	USP7 inh	USP17 block	USP28 inh	USP30 inh
21	CC1(C)CC(=O)C2=C(C1)Nc1ccccc1N(C(=O)C(F)(F)F)C2c1cccs1 (stereo not drawn)	-3.3	89.1*	3.0	8.8	-2.6	64.1*	9.9	-37.5
49	CCc1nc2c(NC(=O)Cc3cccc(C(F)(F)F)c3)cccn2n1	-2.3	-54.4	7.6	2.2	-1.7	-8.5	11.5	5.7

# More structures.
nr	Compound	USP10 block	USP8 inh	OTUD3 block	UCHL1 inh	USP7 inh	USP17 block	USP28 inh	USP30 inh
61	CC1CCN(CCc2nc3cc(NC(=O)NC4CCCCC4)ccc3n2C)CC1	-2.2	8.7	-2.9	0.2	4.6	2.6	-9.1	-28.4
62	CCCCS(=O)(=O)N1CCC(Cc2nc3cccnc3n2C)C1 (stereo not drawn)	-0.1	-3.5	-1.6	1.8	0.0	-16.8	-6.7	-15.3
63	O=C(NC1CCCCCC1)C1CCCN(S(=O)(=O)N2CCCC2)C1 (stereo not drawn)	0.0	0.1	-1.0	-1.0	-0.2	3.4	0.0	-0.1
64	COc1ccccc1OCCCn1c(C2CC(=O)N(c3ccccc3F)C2)nc2ccccc21 (stereo not drawn)	-2.7	-2.9	-6.1	-0.7	-7.0	17.2	-8.9	2.7
65	NC(=O)c1ccc(-c2cccc(C3CCCN(C(=O)c4cnccn4)C3)n2)cc1 (stereo not drawn)	3.7	1.1	0.4	-0.8	1.6	7.4	0.0	10.2

# Bioassay records: PubChem, Dana-Farber Cancer Institute and Novartis Institutes for BioMedical Research (Cambridge, Mass)
